# POLH inh: blocks human DNA polymerase eta activity. AID 588591. Potency, µM (series often up to 114 µM), without a hit: at the highest dose activity change, negative = inhibition, usual class: inhibitors. recombinant Pol eta, fluorescent DNA replication assay. Q9Y253. hit rate 1.2% among 390,000; further: potency means the concentration at half of the fitted maximal effect; on the % scale 0 is the no-effect control and ±100 the full control effect
#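 Fluorescent replication assay: 50 nM final substrate added after a 15 min room-temperature compound preincubation with 10 nM enzyme. Signal taken at 0 min and again at 10 min.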
# RGS4 inhibitor: blocks human RGS4-accelerated GTP hydrolysis; P49798; Transcreener GDP fluorescence polarization, RGS4-accelerated GTP hydrolysis; Potency, µM (titrated, usually from 114 µM), for inactives: at the highest dose activity change, negative = inhibition, most hits filed as inhibitors; hit rate 0.039% among 390,000; AID 504845; further: potency means the concentration at half of the fitted maximal effect; on the % scale 0 is the no-effect control and ±100 the full control effect; nearly all actives have a fitted effect of over 75% in size; some results filed as inactive show a strong effect at the top dose
#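 MLSMR compounds (23 nl, pin-transferred) preincubated 10 min at room temperature with a 500nM (2x) first reagent, then RGS4 at 900nM (2x) plus Transcreener GDP mix added; fluorescence polarization (620/688 nm) read before and after 90 min at 30 °C.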
# Apoferritin bind: binds horse apoferritin like a general anesthetic. apoferritin/1-aminoanthracene competitive binding, fluorescence. Potency, µM (top dose mostly 77.5 µM), for the others: top-dose activity change, negative = displacement, actives largely listed as inhibitors. hit rate 0.074% among 350,000; further: potency means the concentration at half of the fitted maximal effect; on the % scale 0 is the no-effect control and ±100 the full control effect; nearly all actives have a fitted effect of over 20% in size
# Target sequence (P02791 2-175 limits assumed): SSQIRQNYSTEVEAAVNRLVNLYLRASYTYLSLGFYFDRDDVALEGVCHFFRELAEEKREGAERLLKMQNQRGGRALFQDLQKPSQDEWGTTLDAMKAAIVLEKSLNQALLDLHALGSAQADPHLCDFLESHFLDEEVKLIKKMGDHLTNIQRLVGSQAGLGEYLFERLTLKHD
#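 In PBS, apoferritin at 10 uM is loaded with 1-AMA from a 50% saturated solution. After 10 min of compound exposure at ambient temperature, reduced 535 nm fluorescence indicates probe displacement.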
# APEX1 inh: blocks human APE1 abasic DNA cleavage; hit rate 0.35% among 350,000; recombinant APE1, TAMRA/BHQ-2 abasic DNA cleavage fluorescence; Potency, µM (highest dose often 65.8 µM), inactives show at the highest dose activity change, negative = inhibition, hits mostly inhibitors; P27695;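 further: potency means the concentration at half of the fitted maximal effect; plate controls were vehicle for no effect and reference inhibitor for full effect; nearly all actives have a fitted effect of over 55% in size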
# Target sequence (P27695 whole entry, looked up): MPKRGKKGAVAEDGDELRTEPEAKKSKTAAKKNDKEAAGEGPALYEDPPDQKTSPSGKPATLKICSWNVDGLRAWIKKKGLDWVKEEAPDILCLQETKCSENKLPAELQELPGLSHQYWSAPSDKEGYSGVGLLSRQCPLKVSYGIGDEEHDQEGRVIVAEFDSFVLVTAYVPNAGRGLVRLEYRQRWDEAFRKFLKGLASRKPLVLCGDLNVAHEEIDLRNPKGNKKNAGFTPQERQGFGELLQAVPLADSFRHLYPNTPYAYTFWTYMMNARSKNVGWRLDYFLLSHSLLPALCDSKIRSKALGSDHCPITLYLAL
#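 Measures dequenching upon AP-site incision of a 5'-TAMRA/3'-BHQ-2 THF-containing duplex, 50 nM; human APE1 0.75 nM after 15 min room-temperature exposure to compound; kinetic three-point read at one-minute spacing.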
# 12-LOX inh: blocks human arachidonate 12S-lipoxygenase. hit rate 1.1% among 580,000. P18054. AID 1671190. Potency, µM (highest dose often 108 µM), for the others: at the highest dose activity change, negative = inhibition, most hits filed as inhibitors. purified 12hLO, xylenol orange hydroperoxide absorbance; further: potency means the concentration at half of the fitted maximal effect; on the % scale 0 is the no-effect control and ±100 the full control effect
#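 Purified human 12hLO at 150 nM in 25 mM Hepes, 0.01% Triton X-100, pH 7.0, preincubated 15 min at room temperature with compound. Reaction started with 40 uM arachidonic acid, 30 min at room temperature. Hydroperoxide measured by Fe-xylenol orange, 573/405 nm absorbance ratio.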
# Pol kappa inh: blocks human DNA polymerase kappa activity | purified Pol kappa, fluorescent DNA synthesis assay, 10 min | Potency, µM (titrated, usually from 107 µM), for the others: top-dose activity, negative = inhibition, usual class: inhibitors | AID 588579 | hit rate 0.53% among 400,000 | Q9UBT6; further: potency means the concentration at half of the fitted maximal effect; on the % scale 0 is the no-effect control and ±100 the full control effect
#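 Kinetic fluorescence screen: compound preincubated 15 min RT with 10 nM enzyme; 50 nM substrate (final) initiates; reads at 0/10 min.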
# LDHA inh: LDHA (human) enzyme inhibition. purified LDHA, NADH/diaphorase-resazurin fluorescence; active compounds read low. activity change, % (values are at about 110 or 230 µM). hit rate 0.15% among 480,000. AID 1347041; in the data active means activity change below about -30%; inconclusive means mostly about -25% to -30%;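 further: plate controls were DMSO wells for no effect and wells without enzyme for full effect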
#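 LDH5 2 nM; NADH 0.06 mM, pyruvate 0.2 mM; 200 mM Tris pH 7.4, EDTA, Tween-20; 5 min RT. Detection: diaphorase 0.133 mg/mL + resazurin 37 µM, fluorescence ex540/em590 at 0 and 20 min; normalized to enzyme-free and DMSO wells.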
# ERG-DNA inh: blocks human ERG Ets domain binding to DNA; hit rate 0.028% among 370,000; P11308; fluorescence polarization, His-ERG Ets domain / labelled DNA; Potency, µM (doses to about 76.9 µM), without a hit: at the top dose FP activity, negative = inhibition, most hits filed as inhibitors; active means well fitted inhibition curve with a large enough effect in the polarisation, with a control signal flat; inconclusive means small, poorly fitted or top-dose-only effect, or effect the other way, or a change in a side signal; inactive means no such curve, though single readings can be large or run the other way; the % refers to the polarisation;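 further: polarization taken with two DNA probes labelled with fluorescein and Texas red; potency means the concentration at half of the fitted maximal effect; % of control where 0% means no effect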
# Target sequence (P11308 whole entry, looked up, the tested form may be a part): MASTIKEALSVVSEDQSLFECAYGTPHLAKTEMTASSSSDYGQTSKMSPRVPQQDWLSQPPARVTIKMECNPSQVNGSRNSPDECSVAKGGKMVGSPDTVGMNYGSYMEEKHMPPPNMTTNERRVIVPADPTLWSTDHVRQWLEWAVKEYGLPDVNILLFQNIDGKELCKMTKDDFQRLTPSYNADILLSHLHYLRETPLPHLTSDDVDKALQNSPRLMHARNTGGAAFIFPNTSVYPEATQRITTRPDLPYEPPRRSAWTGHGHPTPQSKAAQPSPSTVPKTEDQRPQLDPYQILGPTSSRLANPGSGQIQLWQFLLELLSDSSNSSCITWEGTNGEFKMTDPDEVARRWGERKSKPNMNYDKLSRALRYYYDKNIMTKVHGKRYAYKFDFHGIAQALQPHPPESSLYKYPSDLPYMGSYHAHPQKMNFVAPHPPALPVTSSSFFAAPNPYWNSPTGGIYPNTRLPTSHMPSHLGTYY
#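 His-tagged ERG Ets domain (1 uM in the protein solution; 300mM KCl, 50mM Tris-HCl, 1mM EDTA, 1mM DTT, pH 7.5) received compound, then a probe mix of 5 nM fluorescein-DNA and 100nM Texas-615-DNA. Fluorescence polarization was read for both dyes.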
# Pol beta inh: DNA polymerase beta (human) inhibition; Potency, µM (highest dose often 114 µM), for inactives: at the top dose activity change, negative = inhibition, usual class: inhibitors; P06746; Pol beta primer extension/strand displacement, fluorescence kinetic; AID 485314; hit rate 1.3% among 340,000; further: potency means the concentration at half of the fitted maximal effect; on the % scale 0 is the no-effect control and ±100 the full control effect
#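 Homogeneous kinetic assay of primer extension and strand displacement by 10 nM Pol beta, preincubated 15 min at room temperature with compound before 50 nM substrate (final) was added. Read at 0 and 10 min; four-parameter Hill fit.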
# * marks the source's active call; other numbers are inactive results; ? = inconclusive; . = no result given; [ ] = another dose, or the depositor's remark. Unless noted, the call rests on the fitted dose curve; in most records, active means well fitted curve in the direction sought with a large enough effect; inconclusive means small, poorly fitted or top-dose-only effect, or another doubt; inactive means no such curve, though single readings can be large; an effect the other way counts as inactive or inconclusive. The list is partial, so the mix of outcomes need not match the whole.
SMILES,POLH inh,RGS4 inhibitor,Apoferritin bind,APEX1 inh,12-LOX inh,Pol kappa inh,LDHA inh,ERG-DNA inh,Pol beta inh
O=C(NCCCN1CCOCC1)c1ccc2c(c1)N(Cc1ccc(F)cc1)CCS2,-16%,1%,129%[activator],43%,-17%,7%,0,5%,1%
O=C(NNC(=O)c1ccc(-n2cncn2)c([N+](=O)[O-])c1)c1ccc(Cl)cc1,2%,-43%,.,-12%,-4%,-11%,1,7%,.
CCCCNC(=O)C(CC)Sc1nc2ccccc2c(=O)n1CCc1ccc(OC)c(OC)c1 (centres undefined),-3%,40%,-1%,.,?,-7%[60.1 µM],-4,2%,16%
Cc1cccc(C)c1NC(=S)NCc1ccncc1,-9%,-9%,-5%,1%,10%,0%,-1,-2%,-12%
Cc1ccccc1-c1noc(-c2cccnc2NCc2ccco2)n1,-17%,-1%,-14%,.,0%,8%,-2,2%,15%
COc1ccc(NC(=O)CN(C)C(=O)c2ccc(OCc3ccccc3)c(OC)c2)cc1,-21%,5%,.,-8%,5%,-21%,-1,0%,.
Cc1ccc(N2C(=O)c3ccccc3C2Nc2ccccc2F)nc1 (centres undefined),-18%,-14%,?,-7%,4%[57.4 µM],7%,1,14%,6%
COc1ccc(C2=NOC(C(=O)NCc3ccc(F)cc3)C2)cc1OC (centres undefined),-17%,-8%,-4%,-2%,-25%,14%,-2,0%,-3%
O=[N+]([O-])c1ccc(CSc2nc3ncc(Br)cc3[nH]2)cc1,?,11%,-8%,7%,-3%,-2%,1,-20%,20%
COCC(=O)NNC(=S)Nc1cccc(C)c1C,6%,-4%,-1%,2%,15%,-14%,-6,-12%,54%
COc1ccccc1N=Cc1c(C)[nH]n(-c2ccc(C)cc2C)c1=O,-19%,2%,-20%,3%,-2%,-2%,-6,0%,?
C[C@H](N)c1nnc(SCc2ccc(Cl)cc2Cl)o1,-1%,-9%,?,10%,3%,-7%,-15,9%,0%
COc1ccc(CCN2CC(C(=O)OCC(=O)N(C)CC(=O)Nc3ccccc3Cl)CC2=O)cc1OC (centres undefined),-13%,-11%,.,.,-2%,-13%,-7,-6%,.
Nc1nc(SCC(=O)Nc2ccc3c(c2)CCC3)n[nH]1,-14%,25%,-10%,-4%,-12%,-10%,-2,-7%,41%
COc1cccc(N2C(=O)CC(NNc3nc4ccccc4s3)C2=O)c1 (centres undefined),-15%,-33%,-9%,-2%,306%[activator],3%,-5,1%,9%
Clc1ccccc1-c1nnc2sc(-c3ccc4c(c3)OCO4)nn12,-5%,-52%,0%,0%,?,-5%,-5,-1%,11%
Cc1cc(C)c(NC(=O)CSCc2nc3sc(C)c(C)c3c(=O)[nH]2)c(Cl)c1,2%,-17%,.,2%,-3%,-9%,-11,-3%,.
Cc1ccc(-c2nnn3c2nc(N2CCC(C)CC2)c2ccccc23)cc1,-23%,15%,7%,.,-9%,?,-10,0%,38%[activator]
CC(=O)c1cccc(NC(=O)c2ccc(-n3c(C)nnc3C)cc2)c1,-3%,10%,3%,.,1%,-7%[60.1 µM],-5,-2%,18%
CC(=O)Nc1ccc(S(=O)(=O)NCC(=O)OCC(=O)N2CCCCCC2)cc1,-14%,-5%,.,-15%,115%[activator],1%,-4,-8%,.
CCc1ccc(NC(=O)c2[nH]c(C)c(C(C)=O)c2C)cc1,-19%,-13%,34%[activator],-4%,-8%,-10%,-6,3%,20%
Cc1ccc(N2C(=O)CC(Sc3ccccc3C(=O)O)C2=O)cc1C (centres undefined),-2%,-46%,-13%,-3%,11%,-5%,-8,-4%,4%
O=C(NCc1cccnc1)c1c(F)c(F)c(F)c(F)c1F,-15%,0%[11.4 µM],-6%,-3%,6%,-12%,-1,-11%,2%
O=C(O)c1ccccc1C(=O)Nc1n[nH]c(=S)s1,-12%,?,-20%,-3%,?,-26%,-9,-5%,22µM*
Cc1ccc(/C=N/Nc2nc3ccccc3s2)o1,-17%,6%,-12%,-4%,?,-17%,-6,1%,2%

# Limited to 12-LOX inh and Pol kappa inh, for 6 of the compounds above:
SMILES | 12-LOX inh | Pol kappa inh
Cc1ccc(N2C(=O)c3ccccc3C2Nc2ccccc2F)nc1 (centres undefined) | 4%[57.4 µM] | 7%
Clc1ccccc1-c1nnc2sc(-c3ccc4c(c3)OCO4)nn12 | ? | -5%
COc1ccc(NC(=O)CN(C)C(=O)c2ccc(OCc3ccccc3)c(OC)c2)cc1 | 5% | -21%
CCc1ccc(NC(=O)c2[nH]c(C)c(C(C)=O)c2C)cc1 | -8% | -10%
COCC(=O)NNC(=S)Nc1cccc(C)c1C | 15% | -14%
Cc1ccccc1-c1noc(-c2cccnc2NCc2ccco2)n1 | 0% | 8%

# (more compounds)
SMILES,POLH inh,RGS4 inhibitor,Apoferritin bind,APEX1 inh,12-LOX inh,Pol kappa inh,LDHA inh,ERG-DNA inh,Pol beta inh
Cc1cc(C)c(S(=O)(=O)N(C)Cc2cnn(C)c2)c(C)c1,-12%,20%,-8%,-2%,0%,8%,-8,1%,-10%
COc1ccc(S(=O)(=O)n2nc(C)c(S(=O)(=O)N3CCC(C)CC3)c2C)cc1C,-13%,-5%,-8%,.,-29%,-7%[60.1 µM],4,-1%,2%
COc1ccccc1-c1cc(C(=O)Nc2cccnc2Cl)no1,-17%,0%,3%,13%[12.4 µM],-6%,6%,-4,21%,?
CCOC(=O)n1c(=O)n(Cc2ccc(Cl)c(Cl)c2)c2ccccc21,-16%,-5%,-6%,-5%,?,-7%,-1,8%,-3%
Clc1ccccc1NCSC1=NCCS1,-11%,10%,.,.,-5%,-15%,-19,-1%,.
COc1ccc(NC(=S)NC(=O)/C=C/c2ccco2)cc1,-14%,-31%,?,15%,?,-14%,-4,-4%,?
Cc1cc(-c2nnc(CCC(=O)NC(C)(C)C34CC5CC(CC(C5)C3)C4)o2)no1,-19%,-16%,.,.,-2%,-16%,-2,5%,.
CCN(CC)S(=O)(=O)c1ccc(C(=O)Nc2cc(S(=O)(=O)N3CCOCC3)ccc2N2CCN(C)CC2)cc1,-9%,16%,.,.,?,-3%,-14,4%,.
CCOC(=O)CC1C(=O)NCCN1S(=O)(=O)c1ccc(OC)cc1 (centres undefined),-10%,-13%,-4%,3%,-2%,-6%,-8,-4%,-1%
CC(C)(C)c1ccc(C2C(C#N)=C(N)Oc3n[nH]c(-c4cccnc4)c32)cc1 (centres undefined),-4%,-27%,-8%,3%,-15%,-6%,-14,3%,3%
O=c1c2nncn2c2cc(C(F)(F)F)ccc2n1CCNc1ncc(C(F)(F)F)cc1Cl,-11%,-4%,-7%,5%,9%,0%,0,-15%,8%
O=C(CSc1nnc(Cc2ccccc2)o1)Nc1ccc(Br)cn1,-6%,-11%,-4%,3%,-16%,1%,-3,6%,0%
CC(C)C12CN3CC(C(C)C)(CN(C1)C31C(=O)Nc3ccccc31)C2=O (centres undefined),-14%,-29%,0%,-2%,15%,-1%,-3,2%,2%
CS(=O)(=O)N1CCN(C2C3CC4CC(C3)CC2C4)CC1 (centres undefined),-15%,10%,-10%,-5%,-17%,4%,-32*,-6%,15%
COc1cccc(CNC(=O)C2CCN(C(=O)c3sccc3-n3cccc3)CC2)c1,.,17%,0%,.,-11%,4%,-17,2%,49%
CC(=O)C1CCC2C3CC(C)=C4CC(O)CCC4(C)C3CCC12C (centres undefined),-8%,19%,.,.,-21%,-9%,1,1%,.
COc1ccc(-c2nc(CN3CCC(C(=O)NCCCOC(C)C)CC3)c(C)o2)cc1OC,-19%,3%,0%,.,-22%,-6%,-13,4%,0%
O=C(O)CCCCNCc1ccccc1,8%,13%,1%,1%,6%,-5%,2,.,-2%
Cc1ccc(-c2nnc(SCC(=O)Nc3ccc(S(=O)(=O)N4CCCCCC4)cc3)o2)cc1,-11%,-22%,-8%,-2%,-4%,0%,-2,12%,3%
CCOc1ccc(NS(=O)(=O)c2ccc(C(=O)NCC3(N(C)C)CCCCC3)cc2)cc1,-11%,3%,.,-4%,-28%,-10%,-5,-5%,.
COc1ccccc1CNCCS(=O)(=O)NN1CCOCC1,-10%,?,.,4%,1%,16%,3,9%,.
CCOC(=O)c1cccc(NC(=O)c2cc(-c3ccc(Cl)s3)nc3ccccc23)c1,3%,13%,32%[activator],.,?,-19%,-9,-1%,4%
CCCn1c(NC(=O)c2ccc(Cl)c(S(=O)(=O)N3CCCC3)c2)nc2ccccc21,-17%,7%,6%,-4%,9%,-3%,-5,8%,?
COc1ccc(-c2oc3ccccc3c2C(=O)OCc2ccccc2)cc1,-20%,?,7%,4%,0%,-1%,-5,13%,82%
N=C1c2ccccc2CN1NC(=O)c1cccc(S(=O)(=O)N2CCOCC2)c1,-21%,-9%,-8%,1%,-5%,3%,-5,8%,12%[57.1 µM]
Brc1ccc2c(c1)NC(c1cccnc1)=NC(c1ccccc1)=N2,-13%,-9%,-3%,.,0%,4%,-16,0%,19%

# Records listed above marked active in Pol beta inh:
Molecule | POLH inh | RGS4 inhibitor | Apoferritin bind | APEX1 inh | 12-LOX inh | Pol kappa inh | ERG-DNA inh | Pol beta inh
O=C(O)c1ccccc1C(=O)Nc1n[nH]c(=S)s1 | -12% | ? | -20% | -3% | ? | -26% | -5% | 22µM*

# Bioassay records deposited in PubChem BioAssay by National Center for Advancing Translational Sciences (NCATS).
